Screens deposited in PubChem by National Center for Advancing Translational Sciences (NCATS).
KAT2A inh: inhibitors of human GCN5L2 histone acetyltransferase; Q92830; GCN5L2 HAT assay, ThioGlo1 CoA-SH fluorescence; Potency, µM (series often up to 58.9 µM), for the others: top-dose activity change, negative = inhibition, hits mostly inhibitors; hit rate 0.21% among 390,000; AID 504327
Target sequence (Q92830 whole entry, looked up): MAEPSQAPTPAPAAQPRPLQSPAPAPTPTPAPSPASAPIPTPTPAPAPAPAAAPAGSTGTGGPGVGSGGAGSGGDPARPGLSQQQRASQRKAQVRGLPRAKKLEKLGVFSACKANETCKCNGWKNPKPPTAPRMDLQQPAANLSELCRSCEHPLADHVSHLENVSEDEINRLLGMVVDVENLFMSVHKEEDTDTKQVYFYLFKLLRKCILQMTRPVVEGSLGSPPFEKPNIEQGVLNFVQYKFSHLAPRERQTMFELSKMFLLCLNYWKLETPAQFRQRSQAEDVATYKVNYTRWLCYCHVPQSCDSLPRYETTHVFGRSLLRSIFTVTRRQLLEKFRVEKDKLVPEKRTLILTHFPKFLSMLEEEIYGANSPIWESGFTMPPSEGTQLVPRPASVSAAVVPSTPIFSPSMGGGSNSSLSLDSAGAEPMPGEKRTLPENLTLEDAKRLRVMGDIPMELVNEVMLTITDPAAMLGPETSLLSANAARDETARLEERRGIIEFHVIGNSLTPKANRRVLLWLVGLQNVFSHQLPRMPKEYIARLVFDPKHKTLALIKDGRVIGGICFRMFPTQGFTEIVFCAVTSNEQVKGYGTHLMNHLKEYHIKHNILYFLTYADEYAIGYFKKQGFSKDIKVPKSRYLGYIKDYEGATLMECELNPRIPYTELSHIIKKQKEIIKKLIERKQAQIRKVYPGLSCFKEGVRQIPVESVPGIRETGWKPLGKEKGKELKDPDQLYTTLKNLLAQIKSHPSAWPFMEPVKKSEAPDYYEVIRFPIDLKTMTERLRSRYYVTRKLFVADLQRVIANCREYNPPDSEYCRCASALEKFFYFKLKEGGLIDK
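qHTS, 1536-well. 20nM enzyme, pH 7.5 HEPES/EDTA/Tween-20 buffer; 15 min compound preinc., RT. Start: 75uM H3(1-25), 70uM AcCoA, 50uM ThioGlo1. Read Ex340/Em540 at t=0 (autofluorescence flag) and t=20 min.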
TDP1 cell CPT: growth inhibition of DT40 Tdp1-/-;hTDP1 cells with camptothecin (screen for TDP1 inhibitors); hit rate 12% among 420,000; AID 686979; Potency, µM (doses to about 46.2 µM), for inactives: at the highest dose activity change, negative = growth inhibition, usual class: inhibitors; chicken DT40 Tdp1-/-;hTDP1 cells + 20 nM CPT, ATP luminescence, 48 h; note: nearly all actives have a fitted effect of over 55% in size
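Chicken DT40 Tdp1-/- cells complemented with human TDP1, 400 cells/well, exposed to compounds plus 20 nM camptothecin for at least 48 h at 37 C; viability read as ATP content by CellTiter-Glo luminescence.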
TDP1 cell noCPT: qHTS for Inhibitors of human tyrosyl-DNA phosphodiesterase 1 (TDP1): qHTS in cells in absence of CPT | DT40 Tdp1-/- hTDP1 cells, no CPT, ATP luminescence, 48 h | Potency, µM (highest dose often 46.2 µM), for inactives: at the highest dose activity change, negative = growth inhibition, most hits filed as inhibitors | hit rate 15% among 420,000; note: nearly all actives have a fitted effect of over 55% in size
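Readout: luminescence from CellTiter-Glo after 30 min in the dark at RT. Cells: DT40 Tdp1-/- with stable hTDP1, 400/well. Exposure: compounds alone, ≥48 hr, 37 °C.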
Active calls of the source: *; ? = inconclusive; nt = no result given; & = joins results of further samples; [ ] = dose if it differs, or a comment. Calls come from the whole dose curve; as a rule, active = well fitted curve in the direction sought with a large enough effect; inconclusive = small, poorly fitted or top-dose-only effect, or another doubt; inactive = no such curve, though single readings can be large; an effect the other way counts as inactive or inconclusive. % is set by controls: 0 for no effect and ±100 for the full control effect; potency is the fitted concentration of half-maximal effect.

Every second line gives: KAT2A inh	TDP1 cell CPT	TDP1 cell noCPT
COc1ccc(OC)c(C2NC(=O)CCC2[N+](=O)[O-])c1 (stereo not given)
    -10%	-15%	23%
Cn1c(SCC(=O)NC2CCCCC2)nnc1-c1cccnc1
    0%	-10%	-4%
O=C(COC(=O)C1CC2CCCC(C1)C2=O)Nc1ccccc1 (stereo not given)
    -3%	-18%	1%
Fc1ccccc1-c1nc2ncccc2o1
    -3%	7%	0%
O=c1c(S(=O)(=O)c2ccc(Cl)cc2)cn(Cc2ccccc2F)c2ccc(F)cc12
    -18%	?	23µM*
COCCCNC(=O)C12CCC(C)(C(=O)C1)C2(C)C (stereo not given)
    -1%	1%	2%
COc1ccccc1N1CCN(CC(=O)Nc2cccc(F)c2)CC1
    ?	?	?
O=C(C[n+]1cccc2cc(Cl)ccc21)c1cccc([N+](=O)[O-])c1
    nt	-5%	?
CC1CCCCN1c1ncnc(N)c1[N+](=O)[O-] (stereo not given)
    4%	?	?
O=C(NCCN1CCOCC1)c1ccc(Cl)cc1O
    -4%	2%	-6%

(cont.)
Every second line gives: KAT2A inh	TDP1 cell CPT	TDP1 cell noCPT
C=CCc1c(NCCO)nc(C)[nH]c1=O
    -10%	-11%	-13%
COc1ccc(Cl)cc1S(=O)(=O)NC(C)C(=O)NCc1ccc2c(c1)OCO2 (stereo not given)
    -6%	?	?
Cc1cc(C(=O)N2CCN(S(=O)(=O)c3ccccc3C#N)CC2)c(C)o1
    0%	-17%	1%
CCOc1ccc(S(=O)(=O)N2CCOCC2)cc1NC(=O)CSCC(=O)Nc1ccc(OC)cc1
    nt	-12%	-3%
COc1ccccc1Nc1nc(N)nc(CN2CCCCC2)n1
    -5%	1%	-7%
CCOC(=O)c1c(C)[nH]c(C)c1C(=O)COC(=O)/C=C/c1cccc(Cl)c1
    -8%	?	?
O=C(O)c1cc(Cl)c(Cl)cc1C(=O)N1CCOCC1
    2%	-21%	-9%
Cc1cc(C)c2c(CC(=O)Nc3c(C(=O)c4ccc(F)cc4)oc4ccccc34)coc2c1
    -2%	-2%	-2%
COc1ccc(CCNC(=O)COc2ccc(-c3ccc(C#N)cc3)cc2)cc1
    -5%	-12%	?
N#CCC(=O)N1CCN(C(c2ccccc2)c2ccccc2)CC1
    nt	2%	1%

Additional results follow.
Every second line gives: KAT2A inh	TDP1 cell CPT	TDP1 cell noCPT
O=C(NC1CC2CCCC(C1)N2C(=O)NC1CCCCC1)c1ccc(F)cc1 (stereo not given)
    2%	-12%	-7%
COc1nc(Cl)cn(-c2ccc(C)cc2)c1=O
    -3%	8%	7%
COc1ccc2nc(C)cc(NCc3cccc(C(F)(F)F)c3)c2c1
    -4%	15µM*	13µM*
Cc1c(-c2ccc(F)cc2)nc(N)c(C#N)c1-c1cccnc1
    -4%	18%	9%
Cn1c2ccccc2c2cnn(CC(=O)N3CCN(c4cccc(C(F)(F)F)c4)CC3)c(=O)c21
    0%	2%	-4%
CCC(=O)Nc1ccc(NC(=O)c2ccccn2)cn1
    1%	-14%	?
CCOC(=O)C1=C(N)OC2=C(C(=O)CC(C)(C)C2)C1c1cccs1 (stereo not given)
    -5%	-9%	?
CN(C)CCCNc1cc(Cl)c(S(=O)(=O)N2CCCCC2)cc1C(=O)O
    -3%	-13%	-10%
CCN(CC)CCNC(=O)c1ccc(NC(=O)c2cn(-c3ccc(F)cc3)nc2-c2cccc(OC)c2)cc1
    -3%	?	?
C/C(=N\Nc1nc2c(s1)CCCC2)c1ccc(Cl)cc1
    2%	13µM*	8.2µM*

Later entries.
Every second line gives: KAT2A inh	TDP1 cell CPT	TDP1 cell noCPT
CC(=O)C(=Cc1ccc(-c2ccccc2)cc1)C(=O)c1ccccc1
    nt	18µM*	?
CN(C(=O)COC(=O)c1cc2ccccc2oc1=O)C1CCCCC1
    -2%	-1%	-3%
CCOC(=O)c1oc2ccccc2c1NC(=O)c1ccc2c(c1)OCO2
    15%	-19%	-23%
COc1ccc(CCNC(=O)Cn2cnc3sc(C)c(-c4ccc(F)cc4)c3c2=O)cc1OC
    -14%	-9%	?
CCOc1ccc(S(=O)(=O)Nc2ccc(C(=O)NCC3CCCO3)cc2)cc1 (stereo not given)
    -7%	?	-12%
O=c1c2ccccc2nnn1Cc1ccc2ccccc2c1
    1%	14%	36%[activator]
CCCC(=O)Nc1ccc(N2CCOCC2)cc1
    -2%	-24%	-1%
CCCCCCCCN1C(=O)[C@H](CC(=O)NCc2cccc3ccccc23)C[C@@]2(C(=O)OC)CC(C)(C)CC=C12
    nt	-67%	12µM*
O=C(NC1=NCCS1)C1CCN(S(=O)(=O)c2cc([N+](=O)[O-])ccc2Cl)CC1
    ?	-27%	?
Cc1n[nH]c(=O)nc1Nc1ccc(O)cc1
    -1%[0.501 µM]	1%	5%

A second format for some results above.
compound	KAT2A inh	TDP1 cell CPT	TDP1 cell noCPT
C/C(=N\Nc1nc2c(s1)CCCC2)c1ccc(Cl)cc1	2%	13µM*	8.2µM*
CC1CCCCN1c1ncnc(N)c1[N+](=O)[O-] (stereo not given)	4%	?	?
Cn1c2ccccc2c2cnn(CC(=O)N3CCN(c4cccc(C(F)(F)F)c4)CC3)c(=O)c21	0%	2%	-4%
C=CCc1c(NCCO)nc(C)[nH]c1=O	-10%	-11%	-13%
CCC(=O)Nc1ccc(NC(=O)c2ccccn2)cn1	1%	-14%	?

New compounds follow.
Every second line gives: KAT2A inh	TDP1 cell CPT	TDP1 cell noCPT
Cc1cc(OCC(=O)Nc2ccccc2N2CCCC2)ccc1C(C)C
    -9%	?	?
Cc1cc(C)cc(-n2c(C)cc(/C=N/NC(=O)CSc3ncccn3)c2C)c1
    -11%	26µM*	?
CCOC(=O)CC[C@H](NC(=O)Cn1cnc2c(OCc3ccccc3)ncnc21)C(=O)OCC
    -2%	-10%	-15%
CSc1ccccc1-c1nnc(NC(=O)Cc2ccccc2)o1
    1%	?	-30%
Cc1c(S(=O)(=O)NC2CCCCC2)c(=O)n(C)c(=O)n1C
    1%	23%	-1%
CN1CCN(c2ccccc2NC(=O)c2ccc3c(c2)OCCO3)CC1
    -6%	-16%	?
N#Cc1nc(Cc2cccc3ccccc23)oc1NCC1CCCO1 (stereo not given)
    -1%	?	-12%
O=C(Cn1ncnn1)OCc1ccccc1Cl
    1%	10%	0%
C/C(=N\NC(=O)c1ccc(Br)cc1)C1C(=O)c2ccccc2C1=O
    -5%	?	-27%
O=C1CCC([N+](=O)[O-])C(c2ccc(-c3ccccc3)cc2)N1 (stereo not given)
    nt	-1%	-28%

(further entries)
Every second line gives: KAT2A inh	TDP1 cell CPT	TDP1 cell noCPT
Cc1cccc(N(C(=O)Cn2nnc3ccccc32)C(C(=O)NC(C)(C)C)c2ccsc2)c1 (stereo not given)
    0%	?	?
COCCN(CCOC)c1ncnc2c1cnn2-c1ccccc1
    4%	-9%	-18%
Oc1oc(-c2ccccc2)nc1C=Nc1ccccc1
    -18%	-10%	-13%
CCOC(=O)C1=C(C)Nc2nc(SCC)[nH]c(=O)c2C1c1ccncc1 (stereo not given)
    -8%	-15%	3%
CC1=C(C(=O)OCc2ccccc2)C(c2ccc(C(F)(F)F)cc2)NC(=O)N1CCCCCC(=O)O (stereo not given)
    -5%	-3%	0%
CCC(C)NC(=O)C1CCC(=O)N1Cc1ccc(C)cc1 (stereo not given)
    ?	4%	4%
Cc1ccc(C)c(N2CCN(C(=O)C3CCN(C(=O)c4cc5sccc5n4C)CC3)CC2)c1
    -5%	9.2µM*	8.2µM*
COc1cccc(Nc2nnc(SCC3CCCCO3)s2)c1 (stereo not given)
    -4%	-20%	1%
NC(=O)c1cc(-c2ccccc2)nc(N2CCOCC2)n1
    -3%	21µM*	12µM*
O=c1oc2c(CN3CCOCC3)c(O)c(Cl)cc2c2c1CCCC2
    ?	-11%	-14%

(listing goes on)
Every second line gives: KAT2A inh	TDP1 cell CPT	TDP1 cell noCPT
O=C(c1cc(-c2ccc(Cl)cc2)on1)N(Cc1ccc(F)cc1)Cc1ccco1
    -4%	?	21µM*
COc1ccc(-c2ccc(CN3C(C(C)C)C(=O)N(Cc4cn(CC5CCCCC5)nn4)CCS3(=O)=O)cc2)cc1 (stereo not given)
    nt	15µM*	16µM*
Cc1ccc(Sc2cc(C(F)(F)F)nc(N(C)C)n2)cc1
    4%	?	?
Cc1ccc2c(=O)c(C(=O)c3ccccc3)cn(CC(=O)Nc3ccccc3C)c2n1
    -4%	-13%	0%
Cc1cccc(-c2cc(C(=O)Nc3ccc4c(c3)OCCO4)c3ccccc3n2)c1
    -28%	29µM*	13µM*
CCOC(=O)C1=C2c3ccc4ccccc4c3CC(C)(C)N2C(=O)C1=O
    -1%	?	?
COc1cc(NC(=O)CCn2cnc3ccccc3c2=O)cc(OC)c1
    7%	-17%	?
Cc1c([N+](=O)[O-])cc(C(=O)Nc2ccc(Cc3ccncc3)cc2)cc1[N+](=O)[O-]
    -10%	-12%	-18%
Cc1cccc2nnc(-c3ccccc3)n12
    nt	7%	11%
NC(=O)c1cc(S(=O)(=O)N2CCN(c3cccc(Cl)c3)CC2)cs1
    -5%	-19%	12%

(listing goes on)
Every second line gives: KAT2A inh	TDP1 cell CPT	TDP1 cell noCPT
CCCN(CCC)S(=O)(=O)c1ccc(C(=O)NCc2ccco2)cc1
    -13%	1%	1%
O=C(CSC(=S)N1CCCC1)c1ccccc1
    -5%	-10%	-17%
COc1ccc2c3c([nH]c2c1)C1CC2C(CC(O)C(OC)C2C(=O)O)CN1CC3 (stereo not given)
    -20%	-16%	-11%
CCCn1c(CN2CCN(C(=O)OCC)CC2)nc2cc(NC(=O)C(C)C)ccc21
    4%	21µM*	12µM*
O=C(CN1C(=O)CSC1=O)NC1CCCCC1
    -1%	-10%	-8%
Cc1ccc(Oc2ccc(-c3nc(N)nc(N)n3)cc2)cc1
    -7%	-32%	-85%
N#Cc1ccccc1OCC(O)CS(=O)(=O)c1ccccc1 (stereo not given)
    0%	14%	0%
Cn1cncc1C(=O)c1ccccc1
    -1%	18%	-7%
COCCCn1c(C)nc2c(c1=O)c1nc3ccccc3nc1n2CCc1ccccc1
    -4%	?	16µM*
O=C(CN(CCc1c[nH]c2ccccc12)S(=O)(=O)c1ccccc1)N1CCCCCC1
    nt	?	?

(next part)
Every second line gives: KAT2A inh	TDP1 cell CPT	TDP1 cell noCPT
O=C(CCn1c(=O)c2cccn2c2ccc(F)cc21)NCCc1ccccc1
    2%&-2%	21µM*	18µM*
COC(=O)c1ccc(C(=O)OC)c(NC(=O)CSc2nc(-c3ccco3)cc(C(F)(F)F)n2)c1
    nt	?	?
O=C(N/N=C/c1cc(Br)c(O)c(Br)c1O)c1ccc2c(c1)OCCO2
    -4%	12µM*	8.2µM*
Cc1ccc(S(=O)(=O)Nc2c(NC3CCCCC3)c3ccccc3oc2=O)c(C)c1
    2%	?	?
N#Cc1ccc(S(=O)(=O)N2CCC(N3CCCCC3)CC2)cc1
    -6%	5%	-10%
CCOC(=O)c1c(C)c(C(=O)NCc2cccnc2)c(C)n1CC
    1%	0%	-10%
COc1ccc(S(=O)(=O)Nc2ccc3c(c2)C(=O)N([C@H](C)CO)C[C@H](C)[C@H](CN(C)Cc2ccc(C(=O)O)cc2)O3)cc1
    -1%	-8%	3%
Cc1ccc2nc(NCCCO)nc(-c3ccccc3)c2c1
    -9%[0.501 µM]	13µM*	12µM*
O=C(NC12CC3CC(CC(C3)C1)C2)N1CCN(S(=O)(=O)c2ccc(Cl)cc2)CC1
    -1%	18µM*	23µM*
COc1ccc(S(=O)(=O)N(CCc2ccccc2)CC(=O)N/N=C/c2ccc3c(c2)OCO3)cc1
    -7%	?	?

(continued)
Every second line gives: KAT2A inh	TDP1 cell CPT	TDP1 cell noCPT
COc1ccc(CCC(C)NC2C3CC4CC(C3)CC2C4)cc1 (stereo not given)
    -1%	?	?
Cn1c2ccccc2c2cnn(CC(=O)NCc3ccc(Cl)cc3)c(=O)c21
    -5%	-4%	-2%
CN(C(=O)c1ccc(NC(=O)Cc2ccc(NC(=O)C3CCN(C(=O)C4CC4)CC3)cc2)cc1)C1CC1
    0%	-1%	1%
O=S(=O)(/N=C(/Sc1ccc(Cl)cc1)c1ccccc1)c1ccccc1
    nt	10µM*	14µM*
CCc1ccc(NC(=O)CCn2ccnc2C)cc1
    -3%[0.501 µM]	2%	-6%
Cc1ccc(CNC(=O)Cc2nc3nc(C)cc(C)n3n2)cc1
    3%	18%	-20%
